From PubChem BioAssay
FBW7 act: FBW7 E3 ligase activators, primary screen, biochemical, AlphaScreen, human | F-box/WD repeat-containing protein 7 (Homo sapiens), Q969H0 | AlphaScreen FBW7–phospho-cyclin E peptide binding, activator screen | normalized activity (activation), % at 26.1 µM | 650,000 tested, 0.13% active; in the data active means normalized activity above about 1.9%;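 further: purified mutant Fbw7 with reduced substrate affinity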
GPR151 ag: activators of human GPR151, primary screen, cell-based, PathHunter beta-arrestin, luminescence; PathHunter beta-arrestin GPR151 cells; activation, % at 11.2 µM; 650,000 tested, 1% active; AID 1508602, 2020; in the data active means activation above about 4.9%;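 further: 0% = median of compound wells and 100% = cells with positive control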
Target sequence (Q8TDV0 whole entry, looked up): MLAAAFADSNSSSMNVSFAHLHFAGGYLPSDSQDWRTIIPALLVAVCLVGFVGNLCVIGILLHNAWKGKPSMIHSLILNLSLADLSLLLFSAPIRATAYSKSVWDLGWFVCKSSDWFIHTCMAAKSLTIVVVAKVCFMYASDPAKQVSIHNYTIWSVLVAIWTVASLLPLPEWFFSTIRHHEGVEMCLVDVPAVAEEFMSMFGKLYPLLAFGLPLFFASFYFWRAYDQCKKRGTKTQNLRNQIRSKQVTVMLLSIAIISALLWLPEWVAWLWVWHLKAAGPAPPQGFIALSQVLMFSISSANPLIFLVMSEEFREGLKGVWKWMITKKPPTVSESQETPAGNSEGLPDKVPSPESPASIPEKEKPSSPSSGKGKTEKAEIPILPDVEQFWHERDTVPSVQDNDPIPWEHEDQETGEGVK
MITF inh: MITF inhibitors, primary screen, biochemical, AlphaScreen, human; AlphaScreen MITF homodimerization, bead proximity signal; AID 1259374, 2018; Microphthalmia-associated transcription factor (Homo sapiens), O75030; 650,000 tested, 0.91% active; inhibition, % at 2.6 µM; in the data active means inhibition above about 50%;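 further: 0% = vehicle wells with protein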
Target sequence (O75030 whole entry, looked up): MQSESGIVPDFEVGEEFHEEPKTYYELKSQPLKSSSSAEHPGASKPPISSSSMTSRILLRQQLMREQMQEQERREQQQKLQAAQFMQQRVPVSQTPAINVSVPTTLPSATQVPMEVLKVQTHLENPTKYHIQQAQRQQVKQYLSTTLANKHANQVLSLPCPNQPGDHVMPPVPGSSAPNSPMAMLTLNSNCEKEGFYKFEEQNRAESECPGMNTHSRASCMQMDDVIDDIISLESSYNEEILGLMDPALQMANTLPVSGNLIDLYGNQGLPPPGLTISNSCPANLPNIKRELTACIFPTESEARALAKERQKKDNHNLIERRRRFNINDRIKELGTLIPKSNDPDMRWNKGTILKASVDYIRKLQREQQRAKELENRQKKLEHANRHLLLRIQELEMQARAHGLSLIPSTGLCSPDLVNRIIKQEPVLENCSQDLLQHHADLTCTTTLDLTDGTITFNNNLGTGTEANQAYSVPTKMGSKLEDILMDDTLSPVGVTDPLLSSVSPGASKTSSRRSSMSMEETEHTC
TEAD-YAP inh: TEAD-YAP interaction inhibition, primary screen, TEAD-YAP interaction inhibitor project, luminescence, HEK-TIYL cells. TEAD-Gal4/YAP UAS-luciferase luminescence. inhibition, % at 9.12 µM. 640,000 tested, 1.4% active; in the data active means inhibition above about 32%;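 further: 0% = median of test compound wells and 100% = reference inhibitor wells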
Starred values were filed as active, the others as inactive; & = joins results of further samples.

mol,FBW7 act,GPR151 ag,MITF inh,TEAD-YAP inh
CCS(=O)(=O)NCC(c1ccco1)S(=O)(=O)c1ccc(C)cc1 (centres undefined),1.0,0.7,17,-4
Cc1ccc(-n2nc(C(=O)Nc3cc(C)on3)c3c4ccccc4n(C)c3c2=O)cc1,0.2,0.9,19,-3
CCn1nccc1C(=O)Nc1ccc(-c2nc3ccc(C)cc3s2)cc1,1.0,-0.8,17,2
CCCn1nnc(NC(=O)c2ccc(Cl)cc2Cl)n1,0.0,-0.2,10,-53
CC(C)C(NC(=O)c1ccoc1)c1nnc2n1CCN(Cc1ccccc1Cl)CC2 (centres undefined),-0.2,0.7,8,7
CC12CC(NC(=O)N1c1cccc(F)c1)c1ccccc1O2 (centres undefined),0.0,1.0,22,0
O=C(CCc1ccc(S(=O)(=O)N2CCOCC2)cc1)OCc1nc2ccccc2s1,0.0,-1.2,10,-6
COc1ccc(C2=C/C(=C/c3ccncc3)C(=O)O2)cc1OC,-0.2,-0.6,-10,0
CC(O)c1cccc(NC(=O)/C=C/C(=O)O)c1 (centres undefined),0.0,-0.1,-1,-15
C=CCn1c(-c2ccc(Br)cc2)csc1=Nc1ccc(C)cc1,-0.2,0.1,5,-1
COC(=O)c1ccc(NC(=O)c2oc(=O)c3ccccc3c2-c2ccccc2)cc1,0.2,-0.2,3,2
CC1=C(C(=O)OCc2ccccc2)C(c2ccco2)C2=C(CCCC2=O)N1 (centres undefined),-0.1,1.0,10,-9
COc1ccc(C2C(C(=O)N3CCCCC3)CCC(=O)N2c2ccc(OC)cc2)cc1 (centres undefined),0.1,0.8,6,16
NS(=O)(=O)c1cc(C(=O)O)ccc1F,0.1,-1.2,2,8
Cc1ccc(/C=C2\SC(=S)N(CCCC(=O)OCCN(C)C)C2=O)cc1,-0.5,3.8,14,93*
Cc1nn(-c2ccccc2)c(C)c1CN,1.1,-0.5,23,-5
CSc1ccccc1NC(=O)C(C)n1nc([N+](=O)[O-])c(Br)c1C (centres undefined),0.0,0.7,15,-5
O=C(Nc1ccc(S(=O)(=O)NCCc2ccccc2)cc1)c1ccc([N+](=O)[O-])cc1,0.3,-1.0,-15,32*
Cc1ccc(CN(Cc2cccnc2)C(=O)CN2C(=O)COc3ccccc32)o1,0.1,1.6,18,10
CCN1C(=O)c2cccc3c(S(=O)(=O)NCc4ccccc4)ccc1c23,0.1,0.8,-5,6
CC(C)CC(=O)Nc1nnc(SCc2ccccc2)s1,0.0,0.9,13,-7
CC(NC(=O)CC1SC(N)=NC1=O)c1ccccc1 (centres undefined),-0.1,-0.9,12,5
CCOC(=O)c1cn(CC(=O)Nc2cccc(Cl)c2)nn1,0.3,0.0,-11,-2
CCNc1nc(NC(C)C)nc(N2CCCC2)n1,-0.1,1.0,15,0
CCC(C(=O)N1CCC(C)CC1)n1nc(C)c2sc3ccccc3c2c1=O (centres undefined),-0.1,-0.8,9,0
Cc1nc(CNC(=O)c2cc(COc3c(F)cccc3F)on2)nc2c1CCCC2,-0.1,-0.1,4,-7
CCOC(=O)Cn1c(=O)oc2cc(S(=O)(=O)N(C)c3cccc(C)c3)ccc21,-0.2,-0.1,-5,-7
OCCC1CN(Cc2c[nH]c3ccccc23)CCN1Cc1ccc(F)cc1 (centres undefined),-0.2,-0.5,-10,-6
O=C1N/C(=C/c2ccc(N3CCOCC3)o2)C(=O)N1c1cccc(Cl)c1,-0.1,1.8,13,-1
CCOC(=O)C1CCCN(CCC(=O)Nc2ccc(F)c(F)c2)C1 (centres undefined),0.1,-1.0,0,3
CCN(C)c1ccc(C=C2C(=O)NC(=S)NC2=O)cc1,0.1,-0.2,15,8
c1cn2c(-c3cn[nH]c3)cnc(Nc3ccc(N4CCOCC4)cc3)c2n1,-0.5,-0.7,19,28
O=C(NC1CC1)c1cc(N2CCN(c3ccccn3)CC2)nc2ccccc12,0.1,2.0,7,3
CCC(C)Oc1ccc(/C=C2\NC(=O)N(Cc3ccc(Cl)cc3)C2=O)cc1 (centres undefined),0.4,0.4,10,12
CC(=O)c1cccc(NS(=O)(=O)c2cc(Br)cnc2N)c1,0.2,1.3,4,-8
COc1ccccc1OCCOc1ccc(C=O)cc1,-0.1,-1.4,6,-2
COc1ccc(-n2ncc3c(Nc4cc(OC)ccc4OC)ncnc32)cc1,-0.1,3.8,-9,7
CC(C)Cn1cnc2c1c(=O)n(Cc1cc(=O)[nH]c(=O)[nH]1)c(=O)n2Cc1ccccc1,0.0,-1.2,-12,3
Cc1ccc(CNC(=O)CCCC(=O)Nc2cc(C)on2)cc1,-0.2,1.5,0,0
CN(Cc1cc(Br)cc(Br)c1N)C1CCCCC1,-0.1&0.1,-1.2&-0.9,-6&12,-20
COc1ccc(S(=O)(=O)N(C)CC(=O)NC2CCCCCC2)cc1C,0.0,1.3,-10,0
CN1[C@@H](C(=O)Nc2cccc(O)c2)C[C@@H](c2ccco2)NS1(=O)=O,-0.3,-0.9,-4,-4
CC(C)c1ccccc1NC(=O)C(C)N1C(=O)c2ccccc2C1=O (centres undefined),0.1,1.7,6,-26
O=C(NC1CCCCC1)N(Cc1cc2cc3c(cc2[nH]c1=O)OCCO3)CC1CCCO1 (centres undefined),-0.1,0.2,4,10
Cn1c(NCc2ccncc2)nc2ccccc21,0.0,0.0,-22,-4
COc1ccc(C(=O)Nc2cnc3ccccc3c2)cc1,-0.1,-8.1,-2,84*
O=S(=O)(c1ccc(Cl)cc1)N(O)c1ccc(Cl)cc1,0.1,-0.1,12,4
CC1(C)OC2OC(C(=O)Nc3ccc(OC(F)(F)F)cc3)C3OC(C)(C)OC3C2O1 (centres undefined),-0.2,-0.4,1,5
Cc1c(C(=O)Nc2ccc(Oc3ccc(Cl)cc3)cc2)sc2nc(C)n(C)c(=O)c12,0.1,1.0,0,4
Cc1ccc(OCC(=O)Nc2ncc(Cc3cccc(Cl)c3)s2)cc1,-0.6,1.0,17,-1

Next section.
mol,FBW7 act,GPR151 ag,MITF inh,TEAD-YAP inh
O=C(c1cn(C[C@@H]2CCCN(C(=O)c3ccco3)C2)nn1)N1CCOCC1,0.8,2.5,-2,-5
O=C1CC(c2ccccc2)CC(O)=C1C=Nc1ccc(O)cc1 (centres undefined),0.0,-0.9,18,-2
CCOC(=O)COc1cccc2c(=O)n(CC(=O)Nc3cccc(Cl)c3)ccc12,-0.1,-0.9,-13,3
COc1ccc(Cl)cc1C(=O)Nc1ccc2c(c1)OCCO2,-0.1,-0.2,-2,-48
O=C(Nc1ccc(NC(=O)c2cccs2)cc1)c1cccc(Br)c1,0.0,1.0,1,3
COc1ccccc1OCCSc1ncnc2nc[nH]c12,0.0,0.2,12,-10
COc1cc(C)c(CN2CCCCC2CO)cc1C (centres undefined),-0.2,-0.5,6,2
COc1ccc(-c2noc(CNC(=O)c3ccc(C)cc3C)n2)cc1,0.1,1.9,-16,0
O=C(Nc1nc2c(F)cc(F)cc2s1)c1cc(Cl)cc(Cl)c1,-0.1,0.6,-7,3
Cc1ccccc1-c1nnc(SCCC(=O)NC(C)(C)C)o1,0.3,-0.8,5,-17
CC(C(=O)NC1CCCCC1)N1C(=O)CC(C)(C)Sc2ccccc21 (centres undefined),-0.1,-1.0,4,1
COc1ccc(S(=O)(=O)n2c(SCc3csc(-c4ccc(Cl)cc4)n3)nc3ccccc32)cc1,0.5,0.4,-6,4
CNC(=S)Nc1ccc(NS(=O)(=O)c2cc([N+](=O)[O-])ccc2C)cc1,0.1,2.4,6,-1
Nc1ccc(-c2ccc3c(-c4ccc5c(c4)OCO5)[nH]nc3n2)cn1,0.3,-0.9,13,-10
CCOC(=O)C1(CC)NC(c2cccc(F)c2)C2C(=O)N(CC)C(=O)C21 (centres undefined),0.1,-0.7,-2,1
O=C(NCCO)C(C(=O)c1ccccc1)n1ccccc1=O (centres undefined),0.5,0.9,2,-5
CCCN1C(=O)/C(=C/c2cc(Br)ccc2OCC)NC1=S,0.1,0.2,19,-14
COc1cc(/C=C2/C(=O)N(c3cccc(Br)c3)N=C2C)cc(I)c1O,-0.8,0.2,13,11
C/C(=N\NC(=O)c1ccccn1)c1ccc([N+](=O)[O-])cc1,0.1,-0.6,23,-51
Cc1ccc(C2=CC(c3ccc(Br)cc3)n3ncnc3N2)cc1 (centres undefined),0.2,-0.6,18,-14
Cc1cc(/C=C(\C#N)C(=O)Nc2ccc(F)cc2)c(C)n1-c1ccc(C(=O)O)cc1,0.1,-0.6,2,7
Cc1ccc(NC(=O)c2ccc([N+](=O)[O-])cc2)cc1,-0.1,1.2,4,-40
CCC(C)NC(=O)c1ccc2c(c1)N(Cc1cccc(C)c1)C(=O)CS2 (centres undefined),0.2,-1.1,13,12
CCCOc1ccc(C2NC(=O)NC(C)=C2C(=O)OC2CCCCCC2)cc1OC (centres undefined),0.0,0.1,10,-13
COc1cccc(NC(=O)N2c3ccccc3N3C(c4c(C)c(Cl)c(C)c(Cl)c4C)=NON23)c1,0.2,1.5,3,6
Cc1ccc(C(=O)c2cccc(N3C(=O)c4ccc([N+](=O)[O-])cc4C3=O)c2)cc1C,0.0,2.3,-12,3
Cc1ccccc1C(=O)NNC(=O)C(C)(C)C,0.6,-0.9,-2,-8
Cc1nc2ccccc2c(=O)n1-c1cccc(NC(=O)CC(C)C)c1,-0.1,-0.5,-14,-7
O=C(c1ccco1)N1CC[C@H]2[C@H](CCCN2C(=O)CCc2c[nH]c3ccccc23)C1,0.2,0.5,7,-16
CC(=Nc1ccccc1C(=O)C(=O)O)c1ccc(O)c(O)c1,0.0,0.8,-6,3
CCOC(=O)c1cnc(SCc2nc(-c3cccc(Cl)c3)oc2C)nc1N,0.9,-0.2,10,-2
Cc1nc(CCNC(=O)Cn2nnnc2CN2CCCCCC2)nc2c1CCCC2,0.1,0.1,7,-6
CCCCNc1nc(=S)[nH]c2cc(OC)c(OC)cc12,0.1,1.2,1,-9
COc1cccc2cc(C(=O)N3CCN(c4ncccn4)CC3)c(=O)oc12,0.0,-0.4,19,-3
O=c1cc(-c2ccccc2)c2ccc(O)c(CN3CCCCCC3)c2o1,0.2,0.1,9,4
CCCCC(C(=O)Nc1ccc(OC)cc1)N1C(=O)c2cc(Cl)c(Cl)cc2C1=O (centres undefined),0.1,-1.0,-11,-8
Cc1cc(N2CCOCC2)n2c(nc3ccccc32)c1C#N,-0.5,0.4,6,4
CCOc1ccccc1C1C(C(=O)OC)=C(C)NC2=C1C(=O)CC(C)(C)C2 (centres undefined),0.0,-1.0,8,17
Cc1ccc(C2=CC(c3ccccc3C)n3nnnc3N2)cc1 (centres undefined),0.1,0.5,-2,1
O=C1N(Cc2cccc(Cl)c2)C[C@@H]2C[C@@H](c3cccnc3)N3CCC[C@@]123,0.0,-1.1,-1,-2
CCN(CC)CCCNC(=O)CN1C(=O)/C(=C\c2ccc(C)cc2)Sc2ccccc21,-0.5,0.1,-9,1
CCOC(=O)c1ccc(S(=O)(=O)Nc2ccc(C)c(S(=O)(=O)N(C)C)c2)cc1,0.0,1.5,4,-2
CCCOc1ccc(-c2nc3s/c(=C\c4ccc(OCC(N)=O)cc4)c(=O)n3n2)cc1,0.0,-0.6,5,2
Cc1ccc(S(=O)(=O)N2CCN(Cc3ccncc3)CC2)cc1,0.0,-1.1,-10,-11
CCOc1ccccc1NC(=O)c1ccccc1NS(=O)(=O)c1ccccc1,-0.1,5.9*,-18,2
CCC1CCCCN1C(=O)c1nn2c(C(F)(F)F)cc(-c3cccs3)nc2c1Br (centres undefined),1.6,-1.9,31,4
COc1ccc(-n2c(C)c(C)n3c4c(=O)n(Cc5ccc(F)cc5)c(=O)n(C)c4nc23)cc1,0.0,2.3,5,-3
CCc1cccc(NC(=O)c2c(C)c(-c3ccc(Cl)cc3Cl)nc3ccccc23)c1,0.2,-0.1,10,-5
COc1ccc(CCC(=O)N(C)Cc2c(C)nn(C)c2C)cc1,0.9,-1.8,7,14
Cc1ccc(S(=O)(=O)N(C)CC(=O)Nc2cccc([N+](=O)[O-])c2C)cc1,0.1,-0.6,20,12
COCc1c(C#N)c(Cl)nc(C)c1[N+](=O)[O-],-0.4,-1.8,-5,4

In another format: entries from further up.
> Cc1nc(CCNC(=O)Cn2nnnc2CN2CCCCCC2)nc2c1CCCC2
  FBW7 act = 0.1 | GPR151 ag = 0.1 | MITF inh = 7 | TEAD-YAP inh = -6

> CCCCNc1nc(=S)[nH]c2cc(OC)c(OC)cc12
  FBW7 act = 0.1 | GPR151 ag = 1.2 | MITF inh = 1 | TEAD-YAP inh = -9

> COc1cccc2cc(C(=O)N3CCN(c4ncccn4)CC3)c(=O)oc12
  FBW7 act = 0.0 | GPR151 ag = -0.4 | MITF inh = 19 | TEAD-YAP inh = -3

> O=c1cc(-c2ccccc2)c2ccc(O)c(CN3CCCCCC3)c2o1
  FBW7 act = 0.2 | GPR151 ag = 0.1 | MITF inh = 9 | TEAD-YAP inh = 4
